Screening results from PubChem BioAssay.
bub3 – NCI yeast anticancer drug screen, S. cerevisiae bub3 mutant strain; growth inhibition, % at 50 µM; actives 9.9% (n = 78,000); AID 167;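 also: 0% = growth of vehicle-only cultures of the same strain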
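Steps: expose the mutant yeast strain to compound; grow alongside vehicle-treated cultures; measure growth; express inhibition against the vehicle cultures.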
rad50 – NCI yeast anticancer drug screen, S. cerevisiae rad50 strain; growth inhibition, % at 50 µM; actives 10% (n = 79,000);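 also: 0% = growth of vehicle-only cultures of the same strain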
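Growth of the mutant yeast was measured after compound exposure and referenced to vehicle-treated cultures.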
cln2 rad14 – NCI yeast anticancer drug screen, S. cerevisiae cln2 rad14 strain; % growth inhibition at 50 µM; AID 165; actives 8.3% (n = 78,000);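 also: 0% = growth of vehicle-only cultures of the same strain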
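Relative to vehicle controls, growth inhibition of compound-treated cln2 rad14 yeast was recorded.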
yeast mec2-1 – NCI yeast anticancer drug screen, S. cerevisiae mec2-1 strain; AID 157; actives 9% (n = 79,000); growth inhibition, % at 50 µM;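 also: 0% = growth of vehicle-only cultures of the same strain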
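Cells of the genetically defined mec2-1 yeast strain are incubated with test compound. Inhibition of growth is calculated against vehicle-treated controls.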
mlh1 rad18 – NCI yeast anticancer drug screen, S. cerevisiae mlh1 rad18 strain | actives 11% (n = 79,000) | % growth inhibition at 50 µM;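 also: 0% = growth of vehicle-only cultures of the same strain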
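Read-out is yeast growth inhibition, calculated against vehicle-only controls. The compound was applied to a strain engineered with DNA damage repair alterations.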
sgs1 mgt1 – NCI yeast anticancer drug screen, S. cerevisiae sgs1 mgt1 strain. actives 10% (n = 78,000). AID 161. growth inhibition, % at 50 µM;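 also: 0% = growth of vehicle-only cultures of the same strain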
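Percent growth inhibition was derived by comparing compound-exposed mutant yeast with vehicle-exposed cultures. The strain carries alterations in DNA damage repair.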
An asterisk follows results filed as active; . = not tested or not shown; & = joins results of further samples. Rule as the data show it: active = growth inhibition above about 70%; inactive = the rest.

cpd	smiles	bub3	rad50	cln2 rad14	yeast mec2-1	mlh1 rad18	sgs1 mgt1
1	COC(=O)C1C(=O)C(C(=O)OC)C2(C)C(C(=O)OC)C(=O)C(C(=O)OC)C12C (configuration not stated)	-4	-1	-10	13	24	5
2	COc1ccccc1/C=C1/C(=O)ON=C1C	-17	0	10	-21	-18	-12
3	CS(=O)(=O)C1CCCCC1SC#N (configuration not stated)	4	-5	-19	-17	3	-14
4	Cc1ccc(NC(=S)NN)cc1C	36	8	13	-2	6	28
5	CC12CCC3C(CCC4CC(O)CCC43C)C1CC=C2C(=O)O (configuration not stated)	35	1	-8	13	20	31
6	CC(=O)OCC(C)CCC(=O)C(C)C1C(=O)CC2CC3CC(OC(C)=O)CCC3(C)CC21C (configuration not stated)	-5	-11	10	6	-1	-16
7	CCCCCCCCCCCC(C)=O	26	-1	-10	-8	0	13
8	CSc1ccc2c(c1)Cc1cc(N)ccc1-2	-27	4	3	11	11	12
9	O=C(O)CN(CC(=O)O)C1CCCCC1N1CC(=O)OC(=O)C1 (configuration not stated)	80*	74*	64	81*	76*	75*
10	COc1ccc(N2C(=O)C(=O)C(C(C)=O)C2=O)cc1 (configuration not stated)	99*	99*	99*	99*	99*	99*
11	CC1=NN(c2cc(Cl)c(S(=O)(=O)O)cc2Cl)C(=O)C1N=Nc1ccc(S(=O)(=O)O)cc1 (configuration not stated)	-6	-6	2	-20	-1	-8
12	CC1(C)CCCC12C=NCC2 (configuration not stated)	43	18	-4	-1	23	32
13	Cc1cc(-c2ccc(N=Nc3c(C)nn(-c4ccc(S(=O)(=O)O)cc4)c3O)c(C)c2)ccc1N=Nc1ccc(O)c(C(=O)O)c1	19	26	21	12	21	26
14	O=Cc1cccc(Oc2ccc([N+](=O)[O-])cc2[N+](=O)[O-])c1	-2	6	-4	-6	-10	7
15	Clc1c(C(Cl)(Cl)Cl)nsc1N1CCCCC1	51	51	28	23	47	33
16	O=[S@@]1Nc2cc(Cl)c(Cl)cc2S1	0	10	3	-2	14	-7
17	O=C(NCCCCCCNC(=O)Oc1ccccc1F)Oc1ccccc1F	6	-14	0	-14	-21	-6
18	CC1(COC(=O)C2(C)CO2)CO1 (configuration not stated)	-25	28	5	10	-78	-6
19	O=C1/C(=C/c2cccc(Br)c2)Cc2ccccc21	-1	21	18	-8	16	12
20	O/N=C/c1ccc(O)c(O)c1	11	16	-1	-7	5	-4
21	O=C(O)/C=C1/CCC(=O)O1	20	-5	11	0	-1	0
22	CCc1cccc(C)c1NC(=O)C(=O)C(C#N)c1ccc(C)cc1 (configuration not stated)	16	28	14	13	24	18
23	O=C(Nc1ccc(Cl)cc1[N+](=O)[O-])Oc1ccc(C2CCCCC2)cc1	98*	98*	87*	94*	98*	98*
24	O=c1[nH]c(=O)c2[nH]c(=O)[nH]c(=O)c2[nH]1	2	3	3	-20	2	-9
25	COc1ccc2nc(-c3ccccc3)c(=O)[nH]c2c1	25	4	13	14	10	25

Fetched one by one from the list above, 6 records:
cpd	smiles	bub3	rad50	cln2 rad14	yeast mec2-1	mlh1 rad18	sgs1 mgt1
19	O=C1/C(=C/c2cccc(Br)c2)Cc2ccccc21	-1	21	18	-8	16	12
7	CCCCCCCCCCCC(C)=O	26	-1	-10	-8	0	13
15	Clc1c(C(Cl)(Cl)Cl)nsc1N1CCCCC1	51	51	28	23	47	33
22	CCc1cccc(C)c1NC(=O)C(=O)C(C#N)c1ccc(C)cc1 (configuration not stated)	16	28	14	13	24	18
6	CC(=O)OCC(C)CCC(=O)C(C)C1C(=O)CC2CC3CC(OC(C)=O)CCC3(C)CC21C (configuration not stated)	-5	-11	10	6	-1	-16
24	O=c1[nH]c(=O)c2[nH]c(=O)[nH]c(=O)c2[nH]1	2	3	3	-20	2	-9

An excerpt from above with just cln2 rad14, bub3 and sgs1 mgt1:
item | molecule | cln2 rad14 | bub3 | sgs1 mgt1
11 | CC1=NN(c2cc(Cl)c(S(=O)(=O)O)cc2Cl)C(=O)C1N=Nc1ccc(S(=O)(=O)O)cc1 (configuration not stated) | 2 | -6 | -8
12 | CC1(C)CCCC12C=NCC2 (configuration not stated) | -4 | 43 | 32

(cont.)
cpd	smiles	bub3	rad50	cln2 rad14	yeast mec2-1	mlh1 rad18	sgs1 mgt1
26	Clc1ccc(-c2nc3ccccc3cc2N2CCCCC2)cc1	-1	26	-38	1	-8	12
27	COC(=O)CCCN1C(=O)c2ccccc2C1=O	6	-8	-70	-13	-4	-21
28	O=[N+]([O-])C(/C=C(\Cl)[N+](=O)[O-])=C(N1CCCCC1)N1CCCCC1	26	11	-6	-2	18	6
29	O=c1[nH][nH]c(=O)c2c1nc(SCc1ccc(Br)cc1)n2Cc1ccccc1	-2	17	2	0	4	-8
30	COc1ccc(CCNc2cc(OC)c(OC)cc2[N+](=O)[O-])cc1	31	2	15	14	27	30
31	CN1COCc2cc3cc4c(cc3nc21)OCCO4	12	-12	0	3	2	-13
32	O=C1c2ccccc2C(=O)N1CC(F)(F)F	6	-12	8	-5	-12	-10
33	OCC1OC(Nc2ccc(F)cc2)C(O)C1O (configuration not stated)	-13	3	30	-10	26	-1
34	CCc1cccc(CC)c1N1C(=O)C2C(C1=O)C1(Cl)C(Cl)=C(Cl)C2(Cl)C1(Cl)Cl (configuration not stated)	61	37	74*	51	88*	65
35	COc1ccc(/C=C(/C#N)C(N)=O)cc1Br	.	-23	.	-39	-17	.
36	NC1=NC(Cn2nc(-c3ccccc3)c3ccccc3c2=O)=NNC(=O)N1	-16	8	5	-22	6	-18
37	CC1(C)OCC(C(OC(=O)c2ccc([N+](=O)[O-])cc2)C(OC(=O)c2ccc([N+](=O)[O-])cc2)C2COC(C)(C)O2)O1 (configuration not stated)	3	25	41	4	20	-5
38	Cc1cc(Cl)cc(C)c1O	15	40	1	-10	12	6
39	NC(C(=O)O)C(CC(=O)O)C(=O)O (configuration not stated)	0&-11	9&2	-40&-57	11&-2	10&16	-3&-2
40	Nc1nc(N)nc(CNc2c(Br)cc(Br)cc2Br)n1	-10	12	-9	25	5	16
41	CCOC(=O)c1ccccc1-n1nnc(C#N)c1N	0	-1	16	-22	-18	2
42	CCN(CC)CCOC(=O)Cc1ccccc1	6	-9	8	-13	1	20
43	O=C(Nc1ccc(S(=O)(=O)N2CCCCC2)cc1)Oc1ccccc1C(=O)O	-2	26	16	-4	5	3
44	CN(C)Cc1cn(-c2ccccc2)c2ccccc12	39	-10	-24	9	24	7
45	Cc1ccc(NC(C(=O)O)c2ccccc2)cc1 (configuration not stated)	9	-32	-58	-7	2	-17
46	Cc1cc2c(=O)cc(-c3ccc(C(F)(F)F)cc3)oc2c(C(=O)O)c1C	0	-35	13	-4	13	-2
47	O=c1oc2ccccc2cc1/C=N/N1C(=S)N(c2ccccc2)C(=Nc2ccccc2)C1=Nc1ccccc1	-13	-12	7	-10	-15	6
48	O=[N+]([O-])c1ccc(S(=O)CCl)cc1 (configuration not stated)	0	11	-29	-19	1	4
49	CCCc1c2c(c(CCC)c3c1-c1cccc4cccc-3c14)-c1ccc(C)cc1C2	-3	-6	16	-3	-3	-13
50	Cc1ccccc1S(=O)(=O)NSc1ccccc1[N+](=O)[O-]	-13	28	2	-5	26	33
51	CC1=NN(c2ccccc2C)C(=O)C1	-28	2	-3	-28	8	-5
52	OCC(O)C(O)C(O)c1nn(-c2ccccc2)c2nc3ccc(Cl)cc3nc12 (configuration not stated)	9	-1	-4	9	5	6
53	O=C1OC(=O)C2=C1CCc1c2cc2ccc3cccc4ccc1c2c34	-15	-5	18	-9	-6	7
54	Cc1ncc2c(n1)CCCC2	0	-9	-2	-5	-7	6
55	CC(O)c1nc2c3ccccc3ccc2n1C (configuration not stated)	-1	-6	-43	0	-9	-6
56	O=c1[nH]cnc2sc3c(c12)CCC3	3	31	13	7	2	14
57	c1ccc(C2=Nc3ccccc3C(c3ccccc3)=Nc3ccccc32)cc1	-2	1	-18	4	2	-9
58	CC1=[N+]([O-])c2ccccc2C(=O)C1=O	41	35	34	12	27	35
59	CC(C)(O)/C1=C/C=C/CCCCCCCCCC1	15	14	6	15	17	50
60	CCN(c1ccccc1)S(=O)(=O)c1ccccc1N	-4	-1	14	-13	0	11
61	CCCC(CC)c1c(O)c(O)c(C(CC)CCC)c(C(CC)CCC)c1C(CC)CCC (configuration not stated)	97*	96*	98*	97*	96*	98*
62	Cc1cc(O)c(/C=N/c2nc(-c3ccc([N+](=O)[O-])cc3)cs2)c(=O)o1	-8	58	20	21	74*	41
63	CC(NN(C)C(=S)Nc1ccccc1)c1ccccn1 (configuration not stated)	-5	-7	-11	-7	0	-9
64	Cc1cc(O)c(C(c2cccnc2)c2c(O)cc(C)[nH]c2=O)c(=O)[nH]1	-30	2	12	-15	30	-40
65	O=C(O)CCSc1ncnc2nc[nH]c12	-19	-23	27	-13	-14	-30
66	CC(=O)Nc1cc2cc(Br)ccc2oc1=O	50	29	40	33	36	19
67	CCC1=NC(C(F)(F)F)(C(F)(F)F)N=C(N2CCOCC2)O1	22	24	14	6	2	9
68	CCCCC(C(=O)CCC(=O)Nc1ccc(Cl)cc1)C(=O)C(C)C (configuration not stated)	-21	-28	24	-22	-1	-22
69	O=c1ccn(C2OC(CO)C(O)C2O)c(/C=C(\O)c2ccccc2)n1 (configuration not stated)	5	27	-4	5	2	15
70	CC(=O)Nc1ccc(/C=C/C(=O)c2ccc(Cl)cc2)cc1	.	18	.	-5	3	.
71	C/C(=N\NC(=S)N1CCC(C)CC1)c1ncccn1	99*	99*	99*	99*	99*	99*
72	COc1ccc(CN2CCCN(Cc3ccc(OC)cc3OC)C2c2cccc(OC)c2O)c(OC)c1	-6	21	16	17	6	13
73	COc1cc2c(c(OC)c1OC)-c1ccc(N)c(=O)cc1[C@@H](NC(C)=O)CC2	-2	14	-10	-8	15	10
74	CNC1CCCc2c(O)cccc21 (configuration not stated)	1	6	-26	-6	-12	-1
75	C=CCCN=C(SC)SC	-1	4	-11	21	4	16

An excerpt of these results, screen by screen.
65. O=C(O)CCSc1ncnc2nc[nH]c12
66. CC(=O)Nc1cc2cc(Br)ccc2oc1=O
67. CCC1=NC(C(F)(F)F)(C(F)(F)F)N=C(N2CCOCC2)O1

assay / compound	65	66	67
bub3	-19	50	22
rad50	-23	29	24
cln2 rad14	27	40	14
yeast mec2-1	-13	33	6
mlh1 rad18	-14	36	2
sgs1 mgt1	-30	19	9

Sorted by molecular weight (descending): part of the list above
cpd	smiles	bub3	rad50	cln2 rad14	yeast mec2-1	mlh1 rad18	sgs1 mgt1
68	CCCCC(C(=O)CCC(=O)Nc1ccc(Cl)cc1)C(=O)C(C)C (configuration not stated)	-21	-28	24	-22	-1	-22
63	CC(NN(C)C(=S)Nc1ccccc1)c1ccccn1 (configuration not stated)	-5	-7	-11	-7	0	-9
65	O=C(O)CCSc1ncnc2nc[nH]c12	-19	-23	27	-13	-14	-30

Carrying on:
cpd	smiles	bub3	rad50	cln2 rad14	yeast mec2-1	mlh1 rad18	sgs1 mgt1
76	CC(=O)CC(=O)NCC#N	12	28	26	16	25	24
77	[Cl][Sm]([Cl])[Cl]	28	18	9	-10	10	9
78	O=C(OC1CC2CCC23CCC13)c1ccccc1 (configuration not stated)	-38	-1	-8	6	-19	10
79	O=c1nc(Oc2c(F)c(F)c(F)c(F)c2F)ccn1C1OC(CO)C(O)C1O (configuration not stated)	-2	1	17	7	-53	7
80	C=CC(C)CC(N)C(=O)O (configuration not stated)	6	10	5	6	4	2
81	O=C1OCc2c1cc1cc3c(cc1c2-c1ccc2c(c1)OCO2)OCO3	-19	2	5	-36	4	3
82	O=C(Oc1c(Cl)c(Cl)c(Cl)c(Cl)c1Cl)Oc1c(Cl)c(Cl)c(Cl)c(Cl)c1Cl	13	-14	-15	-8	3	19
83	O=c1nc(N2CCSCC2)ccn1C1OC(CO)C(O)C1O (configuration not stated)	-4	-6	-6	-7	-2	-8
